# Bioassay records: PubChem BioAssay, National Center for Advancing Translational Sciences (NCATS)
# BCR signal inh: blocks chronic active B-cell receptor signaling; ABC-DLBCL IkBa-CBG/CBR reporter, luminescence ratio, 4 h; Potency, µM (highest dose often 46.1 µM), inactives show top-dose ratio change, negative = lower green/red ratio, usual class: inhibitors; actives 0.05% (n = 340,000); AID 493014; active = well fitted inhibition curve with a large enough effect in the signal ratio, with a control signal flat, not every such curve was filed as active; inconclusive = small, poorly fitted or top-dose-only effect, or effect the other way, or a change in a side signal; the % refers to the signal ratio;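 note: potency is the fitted concentration of half-maximal effect; plate controls were basal doxycycline-induced cells for no effect and cells given 10 µM MG132 for full effect; MG132 reads +100%, hits lower the ratio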
#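 Doxycycline induced both beetle luciferases in TMD8 lymphoma cells; IKK-driven degradation limits the IkappaBalpha-fused green signal, while red luminescence normalises for cell number and nonspecific effects. Compounds tested up to 46 uM, 4 hrs.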
# MBNL1 CUG block: inhibitors of human MBNL1 binding to CUG repeat RNA. Q9NR56. TR-FRET MBNL1-His/biotin-(CUG)12 binding, 665/545 ratio. Potency, µM (highest dose often 57.5 µM), for inactives: at the top dose activity change, negative = inhibition, actives largely listed as inhibitors. actives 0.036% (n = 280,000); active = well fitted inhibition curve with a large enough effect in the signal ratio, with a control signal flat, not every such curve was filed as active; inconclusive = small, poorly fitted or top-dose-only effect, or effect the other way, or a change in a side signal; inactive = no such curve, though single readings can be large or run the other way; the % refers to the signal ratio; note: potency is the fitted concentration of half-maximal effect; % is set by controls: 0 for no effect and ±100 for the full control effect
# Target sequence (Q9NR56 whole entry, looked up): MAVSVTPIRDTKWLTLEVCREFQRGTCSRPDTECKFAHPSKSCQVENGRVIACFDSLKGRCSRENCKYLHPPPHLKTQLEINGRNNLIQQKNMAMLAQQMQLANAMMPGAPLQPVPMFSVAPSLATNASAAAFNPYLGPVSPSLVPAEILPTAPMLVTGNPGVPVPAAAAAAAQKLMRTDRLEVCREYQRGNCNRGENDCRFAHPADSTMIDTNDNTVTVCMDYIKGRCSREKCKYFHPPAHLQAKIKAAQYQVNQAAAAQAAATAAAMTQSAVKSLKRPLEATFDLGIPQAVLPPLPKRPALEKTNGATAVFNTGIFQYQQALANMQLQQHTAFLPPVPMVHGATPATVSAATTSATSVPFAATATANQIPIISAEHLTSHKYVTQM
#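 TR-FRET between His-tagged MBNL1 and biotin-(CUG)12 RNA, detected with Tb anti-His antibody (0.055 ng/ul) and streptavidin-XL665 (5 nM), 60 min at room temperature. Compounds titrated 92 nM to 58 uM; 665/545 nm ratio normalized to buffer and complex controls.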
# TSHR antagonist: antagonists of human thyroid stimulating hormone receptor; TSHR-expressing cells, TSH-stimulated cAMP HTRF, 2 h; active compounds read low; actives 0.2% (n = 330,000); activity change, negative = inhibition, % at 11.5 µM; P16473;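 active = activity change below a set negative limit, meaning inhibition stronger than a set level, cut at about -70% in these data; inconclusive = activity change between two set negative limits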; note: % is set by controls: 0 for no effect and ±100 for the full control effect
#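 Freshly harvested TSHR cells receive pin-tooled compound, then EC80 TSH at 4nM final. After 2 hours at 37 deg C, antibody in lysis buffer and cAMP-d2 are added; 30 minutes at ambient temperature precede the HTRF read.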
# PKM2 act: activators of human pyruvate kinase M2 | purified PKM2, Kinase-Glo ATP luminescence, activation; response scale: 0% is enzyme alone, no compound | actives 0.34% (n = 260,000) | Potency, µM (doses to about 57.5 µM), for inactives: at the top dose activation, hits mostly activators | AID 1631; note: potency is the fitted concentration of half-maximal effect; % is set by controls: 0 for no effect and ±100 for the full control effect; nearly all actives have a fitted effect of over 55% in size
#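 Purified hPK-M2 (>95%) run at intermediate activity with 0.1 mM ADP and 0.5 mM PEP in 50 mM imidazole pH 7.2, KCl, MgCl2; 1 h room temperature. ATP formed read by Kinase-Glo luminescence; normalized to uninhibited and no-enzyme controls.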
# hERG WT inh: inhibitors of human wildtype KCNH2 potassium channel; Q12809; U2OS, BacMam KCNH2, thallium flux FluxOr; active compounds read low; activity change, % at 1.84 µM; actives 0.37% (n = 340,000); AID 720551;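 active = maximum activity change below -70%; inconclusive = maximum activity change between -70% and -50%; inactive = maximum activity change above -50%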; note: % is set by controls: 0 for no effect and ±100 for the full control effect
#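 U2OS cells transduced with wild-type KCNH2 virus are loaded with FluxOr dye for 45 min, and thallium flux is measured in kinetic reads before and after stimulation buffer. Rate constants are normalized to DMSO controls.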
# Eya2 inh: blocks the phosphatase activity of human Eya2; AID 488837; recombinant Eya2, OMFP fluorescence dephosphorylation (OMFP is methylfluorescein phosphate); Potency, µM (titrated, usually from 76.9 µM), inactives show at the top dose activity, negative = inhibition, usual class: inhibitors; actives 0.006% (n = 330,000); note: potency is the fitted concentration of half-maximal effect; % is set by controls: 0 for no effect and ±100 for the full control effect
# Target sequence (O00167 whole entry, looked up): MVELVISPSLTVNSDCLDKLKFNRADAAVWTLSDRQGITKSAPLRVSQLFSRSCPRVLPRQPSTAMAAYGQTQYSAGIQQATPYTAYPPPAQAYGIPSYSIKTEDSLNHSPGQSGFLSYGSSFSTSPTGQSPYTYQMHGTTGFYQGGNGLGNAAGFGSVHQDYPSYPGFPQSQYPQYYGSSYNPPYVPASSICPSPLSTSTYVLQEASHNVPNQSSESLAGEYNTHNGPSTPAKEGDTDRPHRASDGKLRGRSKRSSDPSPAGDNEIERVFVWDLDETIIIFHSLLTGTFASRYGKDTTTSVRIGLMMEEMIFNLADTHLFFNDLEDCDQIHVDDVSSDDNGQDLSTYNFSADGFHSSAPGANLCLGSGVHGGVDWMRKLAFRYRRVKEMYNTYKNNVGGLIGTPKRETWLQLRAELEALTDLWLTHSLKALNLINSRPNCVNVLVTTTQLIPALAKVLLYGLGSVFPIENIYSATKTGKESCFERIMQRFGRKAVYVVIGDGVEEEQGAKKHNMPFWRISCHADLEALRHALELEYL
#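 Eya2 (0.2 uM) preincubated 10 min at ambient with compound, then OMFP substrate added at 50 uM; 10 min reaction in 50 mM HEPES pH 7.5, 50 mM NaCl, 5 uM MgCl2, 0.05% BSA, 1 mM DTT. Fluorescence read at Ex 485/Em 525 nm.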
# Mito fusion yeast: inhibitors of mitochondrial division or activators of mitochondrial fusion; Potency, µM (highest dose often 46.1 µM), inactives show at the highest dose growth rescue (activation), usual class: activators; S. cerevisiae fusion-defective mutant growth rescue, CellTiterGlo 48 h; actives 0.23% (n = 320,000);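 note: potency is the fitted concentration of half-maximal effect; % of control where 0% means no effect; nearly all actives have a fitted effect of over 45% in size; temperature-sensitive fusion mutants such as fzo1-1 at 37 °C on non-fermentable ethanol glycerol medium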
#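 Compounds are tested for their ability to restore growth of mitochondrial fusion-defective yeast strains at non-permissive 37C in YPEG medium over 48 hours. Viability is quantified by luciferase luminescence.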
# GALK inh: galactokinase (human) inhibition; P51570; Purified GALK, Kinase-Glo residual ATP luminescence; Potency, µM (doses to about 57.5 µM), inactives show at the highest dose activity change, negative = inhibition, most hits filed as inhibitors; actives 0.007% (n = 270,000); AID 1868; note: potency is the fitted concentration of half-maximal effect; % is set by controls: 0 for no effect and ±100 for the full control effect
#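 5 nM enzyme, 35 uM ATP, 100 uM galactose, 20 mM HEPES pH8.0, 5 mM MgCl2; 1 h RT; residual ATP by Kinase-Glo Plus luminescence, qHTS format.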
# USP2a inh: blocks human ubiquitin-specific protease USP2a | O75604 | USP2 core, Ub-CHOP2 coupled fluorogenic reporter, 485/531 | Potency, µM (series often up to 38.3 µM), without a hit: at the highest dose activity change, negative = inhibition, usual class: inhibitors | actives 0.01% (n = 330,000) | AID 463254;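 note: potency is the fitted concentration of half-maximal effect; plate controls were DMSO wells for no effect and full inhibition by NEM control for full effect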
#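 Deubiquitinase activity read as fluorescence (485/531 nm) after Ub-CHOP2 cleavage activates the enterokinase reporter on its substrate; USP2 core 10nM, Ub-CHOP2 and substrate 25nM each, 30min compound preincubation then 60min RT; data normalized to NEM, curves fitted.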
# Menin MLL FP TR: menin-MLL binding inhibition, Texas Red mutant peptide | Menin + Texas Red MLL mutant peptide, fluorescence polarization | Potency, µM (doses to about 61.6 µM), without a hit: top-dose FP activity change, negative = inhibition, usual class: inhibitors | actives 0.23% (n = 270,000) | AID 1768; active = well fitted inhibition curve with a large enough effect in the polarisation, with a control signal flat, not every such curve was filed as active; inconclusive = small, poorly fitted or top-dose-only effect, or effect the other way, or a change in a side signal; inactive = no such curve, though single readings can be large or run the other way; the % refers to the polarisation; note: potency is the fitted concentration of half-maximal effect; % of control where 0% means no effect; many of its hits are not listed in these tables
# ASM inhibitor: blocks human secretory acid sphingomyelinase | Potency, µM (titrated, usually from 57.5 µM), inactives show top-dose activity change, negative = inhibition, hits mostly inhibitors | placental ASM, HMU-PC fluorogenic substrate, 60 min | P17405 | actives 0.006% (n = 340,000) | AID 504937; note: potency is the fitted concentration of half-maximal effect
#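 Human placenta-derived ASM preincubated with compound 10 min at room temperature, then reacted with 9 uM (final) fluorogenic HMU-PC substrate for 60 min at 37 C. Stop solution raises pH to 10; fluorescence read at Ex 386/Em 447 nm.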
# Active calls of the source: *; ? = inconclusive; · = not tested or not shown; [ ] = remark or other dose. Unless noted, calls come from the whole dose curve; as a rule, active = well fitted curve in the direction sought with a large enough effect; inconclusive = small, poorly fitted or top-dose-only effect, or another doubt; inactive = no such curve, though single readings can be large; an effect the other way counts as inactive or inconclusive. These rows are one share of the data; the hit share may differ from the screen's.
SMILES,BCR signal inh,MBNL1 CUG block,TSHR antagonist,PKM2 act,hERG WT inh,Eya2 inh,Mito fusion yeast,GALK inh,USP2a inh,Menin MLL FP TR,ASM inhibitor
O=C(c1ccc2c3c(cccc13)CC2)C1CCCN(Cc2ccncc2)C1 (stereo unspecified),?,20%,-7,10%,-7,11%,27%,-2%,-3%,-11%,-3%
O=C(O)c1cn(-c2ccccc2)nc1-c1cccnc1,3%,-5%,14,-4%,2,8%,1%,3%,1%,-2%,1%
CCN(CC)S(=O)(=O)c1cccc(C(=O)NC(C)C(c2cccs2)N2CCCC2)c1 (stereo unspecified),-6%,-4%,-2,0%,11,-9%,0%,-1%,4%,3%,0%
Cc1ccc(Oc2cc(C)nc(-c3ccccc3O)n2)cc1,?,-3%,-10,-4%,11,15%,6%,-1%,0%,-10%,-10%
Cn1cnc2cc(NCc3ccccc3O)ccc21,?,6%,4,-3%[11.5 µM],-4,-11%,-3%,-4%,1%,-16%,-1%
O=C(CN1CCCCC1)Nc1scc2c1c(=O)oc1ccccc12,-19%,10%,-17,-7%,-12,-8%,3%,·,0%,·,2%
CCC(Oc1ccc(C)c(C)c1)C(=O)O (stereo unspecified),2%,2%,13,-5%,4,10%,-6%,0%,0%,9%,7%
CCC(CC)C(=O)N1CC(=O)Nc2ccc(F)cc2C1c1ccccc1 (stereo unspecified),0%,-2%,4,·,-2,0%,-8%,·,2%,?,-2%
COc1cccc(/C=C/C(=O)OCC(=O)NCc2ccco2)c1OC,?,·,6,3%,-2,0%,-5%,0%,3%,-11%,-1%
O=C(Cc1ccc(Br)cc1)NC1CCCCC1,12%,-1%,-1,2%,8,8%,-1%,-1%,2%,2%,4%
C=CCn1c(N)c(C(=O)OCC)sc1=S,-12%,?,-6,13%,8,-17%,-1%,-3%,-2%,6%,1%
O=C(Cn1c2ccccc2c(=O)c2ccccc21)N/N=C/c1cc([N+](=O)[O-])ccc1N1CCCCC1,0%,-5%,5,-13%,-8,-6%,1%,0%,1%,-12%,109%[activator]
O=C(c1ccccc1-c1nc(-c2ccccc2Cl)no1)N1CCOCC1,-15%,·,-5,-3%,11,17%,-2%,1%,1%,·,-2%
O=C(CCn1nc(-c2ccc(Cl)cc2)ccc1=O)N1CCN(c2ccccn2)CC1,?,18%,-4,0%,29,0%,6%,2%,-2%,-18%,-2%
Cc1sc2nc(-c3cccnc3)[nH]c(=O)c2c1-c1ccccc1,-5%,-2%,-9,22%,-8,0%,21%,8%,-1%,-9%,-3%
COc1ccc(N(Cc2cc3ccccc3[nH]c2=O)S(=O)(=O)c2ccc(C)cc2)cc1,-21%,-8%,24,1%,5,0%,-3%,·,0%,?,-9%
NS(=O)(=O)c1ccc(NC(=O)c2cc(-c3ccccc3O)n[nH]2)cc1,-11%,-18%,32,·,4,17%,-8%,3%,-5%,?,0%
O=C1CCCC1C(=O)Nc1ccc2ccccc2c1 (stereo unspecified),?,3%,12,-5%,-7,-11%,-2%,-2%,-1%,12%,3%
O=C(O)c1cnn(-c2nc(-c3ccc(Br)cc3)cs2)c1C(F)(F)F,-18%,18%,-17,·,-5,-4%,13%,-4%,-1%,?,-2%
Cc1ccc(Oc2ncccc2/C=N/OCc2ccc(Cl)c(Cl)c2)cc1,12%,10%,0,-2%,6,19%,4%,2%,-4%,-1%,-6%
CCCN1CCN(CCCNC(=S)Nc2ccc3nc(N4CCN(CC)CC4)cc(C)c3c2)CC1,-5%,0%,-2,-1%,-1,-3%,-1%,0%,1%,7%,98%[activator]
COc1ccc(COCC(O)CN2CCCCC2)cc1OC (stereo unspecified),7%,-2%,1,·,-3,-9%,-9%,9%,4%,-1%,-10%
Cc1ccc2nc3c(c(Nc4ccccc4)c2c1)CCC3,?,19%,-3,-3%,7,-3%,9%,0%,-1%,·,-1%
Cc1cccc(NC(=O)CSc2cn[nH]n2)c1,-19%,-7%,26,1%,3,-14%,2%,2%,1%,?,1%
CN1C(=O)C(C)(C)c2cc(S(=O)(=O)N3CCCC3C(=O)NCc3ccc(F)cc3)ccc21 (stereo unspecified),1%,3%,0,-4%,-33,3%,0%,·,0%,3%,0%
SMILES,BCR signal inh,MBNL1 CUG block,TSHR antagonist,PKM2 act,hERG WT inh,Eya2 inh,Mito fusion yeast,GALK inh,USP2a inh,Menin MLL FP TR,ASM inhibitor
Cn1c(=O)c2c(ncn2CC(=O)N2CCN(c3ccccc3F)CC2)n(C)c1=O,0%,-6%,-6,-8%,2,-10%,-1%,1%,-2%,13%,-3%
COc1ccc(C(=O)c2c(C(F)(F)F)oc3c2C(=O)c2ccccc2C3=O)cc1OC,?,?,23,-1%,2,-4%,20%,1%,-19%,14%,-8%
CCOc1ccc2nc(SCC(=O)Nc3cc4c(cc3C(C)=O)OCO4)[nH]c2c1,12%,11%,19,-2%,4,-20%,-1%,1%,-1%,7%,-7%
CCOC(=O)c1ccc(N/C(=N/S(=O)(=O)c2ccccc2)c2ccccc2)cc1,13%,·,1,-6%,0,-10%,12%,0%,4%,13%,-5%
O=C(OCC(=O)N1CCCc2ccccc21)c1ccc(C(F)(F)F)cc1,5%,·,5,·,-4,3%,-2%,·,-2%,·,-1%
O=C(CCC1CCCC1)NCc1ccccn1,?,-8%,5,-3%,-2,8%,1%,2%,2%,-4%,1%
C=CCN(C(=O)c1csnn1)C(C(=O)NC1CCCC1)c1ccc(Cl)cc1 (stereo unspecified),4%,-4%,-5,·,-1,-11%,6%,1%,2%,·,-1%
O=C(Nc1cccc(-n2cccn2)c1)C1CCCN(Cc2ccccc2F)C1 (stereo unspecified),-3%,-2%,9,0%,-28,-18%,-4%,6%,-8%,·,2%
CCC(Cc1ccccc1)NS(=O)(=O)c1ccc2c(c1)NC(=O)CS2 (stereo unspecified),2%,-4%,9,·,-4,-2%,2%,0%,2%,·,-1%
COc1ccc(NC(=O)N2CCc3cc(OC)c(OC)cc3C2)cc1,-9%,-2%,-6,-11%,3,4%,0%,1%,1%,-6%,-4%
O=C(CCC(=O)N1CCCc2ccccc21)N1CCN(S(=O)(=O)c2ccccc2)CC1,0%,0%,-3,4%,-7,13%,3%,10%,0%,-14%,-2%
Cc1ccc(CN2CC(C(=O)N3CC=C(c4ccccc4)CC3)CC2=O)cc1 (stereo unspecified),0%,-1%,12,-10%,3,0%,0%,-5%,-2%,·,-4%
CN(C)CCCN(C(=O)CCOc1ccccc1)c1nc2ccc(F)cc2s1,?,-10%,17,0%,6,7%,-3%,0%,1%,-23%,-3%
COC(=O)c1cc(C(=O)N2CCN(c3cccc(C)c3C)CC2)cc([N+](=O)[O-])c1,?,?,-2,0%,13,-14%,-4%,0%,-1%,-11%,0%
N/C(=N\OC(=O)Cc1ccccc1[N+](=O)[O-])c1ccc(Br)cc1,9%,19%,26,2%,-4,-9%,-2%,1%,5%,?,6%
Cc1ccc(-c2nc3ccccc3o2)cc1NC(=O)c1ccc2c(c1)OCO2,6%,3%,-10,5%,30,1%,5%,-4%,1%,9%,-1%
Cc1c(C(=O)OCCOC(C)C)[nH]c2c1C(=O)CC(C)(C)C2,9%,-3%,0,-1%,5,-8%,-8%,-8%,1%,11%,3%
CC(=O)Oc1ccccc1N(C(C)=O)S(=O)(=O)c1cccc([N+](=O)[O-])c1,-4%,?,11,9%,-5,6%,0%,3%,3%,0%,1%
COc1ccccc1NC(=O)CN1CCN(c2ccc(Cl)cc2)CC1,13%,0%,-9,0%,-6,3%,6%,-3%,4%,·,-22%
CCNc1nc(NC(C)C)nc(N(n2cnnc2)S(=O)(=O)c2ccc(C)cc2)n1,5%,·,11,-8%,-3,-2%,-3%,0%,-1%,3%,-2%
N#Cc1ccc2c(c1)nc1ccccn12,2%,?,11,0%,-10,3%,1%,0%,0%,-19%,·
COC(=O)c1cn(Cc2cc(OC)ccc2OC)cc(F)c1=O,2%,6%,-1,·,0,4%,-5%,-2%,1%,-2%,-1%
COc1ccc(/C=C(\NC(=O)c2ccco2)C(=O)NCCc2nc3ccccc3[nH]2)cc1,-9%,-5%,-1,0%,10,6%,0%,·,3%,·,-5%
